GSK3B inh: human GSK3beta kinase inhibitors, primary screen, biochemical, cell-free homogeneous, HTS. Glycogen synthase kinase-3 beta (Homo sapiens), P49841. GST-GSK3beta kinase, ADP-Glo luminescence, 60 min; stronger effect = lower value. activity score (negative = inhibition), % at 10 µM. actives 0.038% (n = 300,000);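 active means more than half of replicate wells score below -50%, meaning over 50% inhibition versus plate controls; inconclusive means some replicates but at most half score below -50%; inactive means no replicate scores below -50%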;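 further: 0% = median DMSO wells and -100% = median GW8510 positive control wells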
Target sequence (P49841 whole entry, looked up): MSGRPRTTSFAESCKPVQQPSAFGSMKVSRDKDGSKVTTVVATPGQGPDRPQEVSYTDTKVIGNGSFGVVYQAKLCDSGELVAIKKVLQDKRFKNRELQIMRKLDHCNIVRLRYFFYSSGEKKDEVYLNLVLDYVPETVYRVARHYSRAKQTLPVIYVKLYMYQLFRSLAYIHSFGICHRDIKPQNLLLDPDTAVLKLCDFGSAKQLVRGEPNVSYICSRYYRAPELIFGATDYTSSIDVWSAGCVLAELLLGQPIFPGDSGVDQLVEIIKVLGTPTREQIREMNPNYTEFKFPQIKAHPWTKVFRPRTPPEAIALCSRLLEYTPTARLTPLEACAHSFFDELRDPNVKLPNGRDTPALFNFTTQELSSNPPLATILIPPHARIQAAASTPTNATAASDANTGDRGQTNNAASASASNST
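test system = GST-tagged human GSK3beta kinase, cell-free | reagent = 25 µM ATP with peptide substrate | dosing = one dose of 10 µM per compound | schedule = 60 min reaction, RT | detection = luminescent ADP-Glo measurement of ADP formed | control set = DMSO neutral wells and GW8510 at 20 µM as positive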
GSK3A inh: blockers of GSK3A enzyme activity – biochemical, luminescence, cell-free homogeneous, HTS, primary screen; GSK-3 alpha kinase, ADP-Glo luminescence, 60 min; actives 0.1% (n = 320,000); inhibition, % at 10 µM; AID 2650, 2010;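 in the data active means inhibition above about 50%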;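 further: GST-tagged GSK-3 alpha with peptide substrate and 25 µM ATP; 0% = DMSO neutral wells and 100% = GW8510 positive control wells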
Target sequence (P49840 whole entry, looked up): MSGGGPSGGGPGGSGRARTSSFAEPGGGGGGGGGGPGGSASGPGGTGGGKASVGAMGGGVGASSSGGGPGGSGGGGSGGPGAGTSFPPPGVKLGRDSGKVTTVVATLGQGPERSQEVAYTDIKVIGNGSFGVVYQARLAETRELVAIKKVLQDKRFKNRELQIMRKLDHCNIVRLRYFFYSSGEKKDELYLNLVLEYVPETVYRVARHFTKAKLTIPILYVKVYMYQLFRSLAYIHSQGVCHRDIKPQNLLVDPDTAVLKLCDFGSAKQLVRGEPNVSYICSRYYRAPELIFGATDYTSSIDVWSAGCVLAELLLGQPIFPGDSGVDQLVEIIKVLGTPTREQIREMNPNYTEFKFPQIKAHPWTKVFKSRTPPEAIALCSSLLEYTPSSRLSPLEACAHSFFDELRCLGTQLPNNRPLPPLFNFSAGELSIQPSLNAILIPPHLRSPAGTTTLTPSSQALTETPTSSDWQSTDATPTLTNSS
HSF1 inh: HSF1 inhibitors in luciferase reporter cells, primary screen, cell-based, NIH3T3, luminescence; AID 2098, 2009; actives 0.77% (n = 300,000); NIH3T3-HGL HSE-luciferase, MG132-induced, luminescence 8 h; stronger effect = lower value; activity change, negative = inhibition, % at 7.5 µM (by protocol);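 active means more than half of replicate wells show activity change below -50%, luminescence cut by over half; inconclusive means some wells, but at most half, below -50%; inactive means no replicate well below -50%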;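 further: luciferase reports HSF-1 transcriptional activity via heat shock element; 0% = median of DMSO wells and -100% = zero luminescence signal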
Platelet DG rel: inhibitors of platelet dense granule secretion, primary screen, cell-based, MLPCN, human platelets; human platelet-rich plasma, SFLLRN dense granule ATP release, luminescence; inhibition, %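 (compounds screened at 7.5 µM in platelet-rich plasma)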; actives 0.22% (n = 300,000);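 active means mean replicate score, as percent of positive control, at or above 50; inconclusive means mean below 50 but at least one replicate at or above 50; inactive means mean and every replicate below 50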
HSP90 inh: HSP90 inhibitors, primary screen, cell lysate, luminescence | Rabbit reticulocyte lysate, luciferase refolding luminescence, 3 h | inhibition, % at 5.6 µM | actives 0.91% (n = 290,000);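 active means inhibition above the screen-wide mean plus 3 SD, computed separately per campaign, cut at about 16% in these data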;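 further: 0% = DMSO wells and 100% = 60 µM geldanamycin wells; inhibitors lower the luminescence because luciferase stays unfolded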
IEC-6 tox: cytotoxicity in IEC-6 intestinal epithelial cells, primary screen, cytotoxicity control for KLF5 inhibitor project, cell-based, luminescence; IEC-6 cytotoxicity, luminescence viability; inhibition, % at 5 µM; actives 0.78% (n = 290,000); AID 1825, 2009; in the data active means inhibition above about 22%;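 further: 0% = plate median of test compound wells and 100% = cytotoxic reference compound wells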
HSF1 activator: HSF-1 activators, primary screen, NIH3T3-HGL cells, MG132 stress, luminescence, single point; NIH3T3-HGL HSF-1 luciferase reporter, 8 h; 100% = twice DMSO control signal; AID 504408, 2011; activation, % at 9 µM; actives 1.7% (n = 300,000);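 active means mean replicate activation of at least 50% with a set share of replicates each reaching 50%; inconclusive means only one of those two conditions met; inactive means mean below 50% and too few replicates reaching it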;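 further: 0% = median of the neutral control wells and 100% = twice that signal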
DYRK1A inh: rat Dyrk1A kinase inhibitors, primary screen, biochemical, single point, plate reader | Dual specificity tyrosine-phosphorylation-regulated kinase 1A (Rattus norvegicus), Q63470 | ADP-Glo luminescence, NFATc1 peptide | inhibition, % at 12.5 µM | actives 0.43% (n = 310,000) | AID 504441, 2011; in the data active means inhibition above about 50%;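 further: plate controls were vehicle with enzyme for no effect and no enzyme for full effect; many of its hits are not listed in these tables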
aSyn 5UTR inh: MLPCN primary screen, SNCA 5' untranslated region; AID 1813, 2009; inhibition, % (tested at 7.5 µM); actives 0.82% (n = 300,000); alpha-synuclein 5'UTR reporter, inhibitor activity; in the data active means inhibition above about 60%; inconclusive means no clear call, values can overlap the other calls;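 further: H4 neuroglioblastoma cells stably carrying SNCA 5'UTR luciferase fusion; 0% = DMSO wells and 100% = positive control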
KLF5 inhibitor: KLF5 expression inhibitors, primary screen, DLD-1 cells, luminescence. DLD-1 KLF5 promoter-luciferase reporter. inhibition, % at 5 µM. actives 0.23% (n = 290,000). AID 1700, 2009;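 active means inhibition above a per-plate limit of that plate's mean compound inhibition plus 3 SD, cut at about 60% in these data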;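 further: 0% = DMSO wells and 100% = LY294002 at 200 µM; higher means less KLF5 promoter-driven luciferase light; inactives centre near -14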
An asterisk follows results filed as active; u = inconclusive; x = not tested or not shown. A portion of the library; rates above refer to the full screens.

SMILES	GSK3B inh	GSK3A inh	HSF1 inh	Platelet DG rel	HSP90 inh	IEC-6 tox	HSF1 activator	DYRK1A inh	aSyn 5UTR inh	KLF5 inhibitor
CCN1C(=O)[C@H]2[C@@H](c3ccc(Cl)cc3)N3C(=O)CN(CC4CC4)C(=O)[C@@]3(C)[C@H]2C1=O	-2.1	-1.9	0.2	-4.0	0.4	-1.5	-11.2	1.0	-24.4	-18.6
CNC(=O)c1nnn(Cc2ccccc2)c1NC(=O)C(F)(F)F	1.5	-0.9	-5.0	x	1.1	2.0	-20.0	-3.1	10.8	-19.6
N#Cc1c(NC(=O)Cn2cnc3ccccc3c2=O)oc(-c2ccccc2)c1-c1ccccc1	-1.0	0.3	-1.1	4.9	-3.0	3.8	13.8	-0.3	-5.2	-39.7
CC(C)(O)c1[nH]c2cc(F)ccc2c1C(C)(C)O	3.9	0.1	0.6	5.8	-2.9	2.8	0.0	x	-46.1	-8.9
CC(C)c1ccc(C(=O)Nc2nnc(S(=O)(=O)N3CCCCC3)s2)cc1	2.1	0.5	0.7	-7.9	-7.9	-4.2	24.9	-1.1	-25.3	-10.6
CCOC(=O)C1CCC(CN(Cc2ccccc2C)S(=O)(=O)c2ccc([N+](=O)[O-])cc2)CC1 (stereo unspecified)	-2.0	-0.8	-1.3	4.6	0.9	2.4	-14.9	1.1	3.3	-10.5
Cc1cccc2c1N(CC(=O)OC(C)C)C(=O)C2=O	2.0	-1.8	-5.5	-2.3	-2.2	2.7	5.0	-1.5	-18.1	-14.1
O=C(CCc1nnc(-c2ccccc2)o1)NCc1c(F)cccc1F	-2.0	3.6	4.1	13.9	-7.9	-0.1	-5.0	0.6	-34.1	-9.1
CCc1ccc(NC(=O)CCS(=O)(=O)c2cccc3nsnc23)cc1	2.1	-2.7	-9.7	0.6	3.1	2.3	-21.4	5.1	2.1	-27.2
O=C(CCN1C(=O)c2ccccc2S1(=O)=O)Nc1ccc(C(=O)O)cc1	0.1	-2.6	-4.6	2.4	-1.7	-6.5	8.6	-1.5	5.2	1.6
Cc1ccccc1CN1CCC(n2nccc2NC(=O)CCOc2ccccc2)CC1	x	0.6	-2.5	-22.4	1.4	-6.9	5.1	x	8.5	-60.7
O=c1/c(=C\c2ccc(F)cc2)sc2n1CCCN=2	2.1	x	12.0	0.9	-4.1	-0.3	u	3.1	-200.6	-87.7
Cc1ccc(SCc2c(C(=O)N/N=C/c3cccnc3)nnn2-c2nonc2N)cc1	-0.1	x	1.2	1.9	1.1	6.5	-3.8	-0.9	-2.9	8.5
COc1ccc(/C(C)=N/NC(=O)CNC(=O)C(c2ccccc2)c2ccccc2)c(OC)c1	-0.3	0.1	-3.6	3.1	1.4	-2.1	4.9	-4.0	13.8	-14.0
O=C(Nc1nn[nH]n1)C12CC3CC(CC(C3)C1)C2	1.2	-0.9	-0.1	-4.5	-0.8	-6.2	1.3	-3.5	21.6	2.7
COc1cc(NC(=O)c2cc3c(CO)cnc(C)c3oc2=Nc2cccc(C(N)=O)c2)cc(OC)c1	2.4	-1.3	-2.5	-2.5	2.3	-3.8	-3.1	4.6	1.0	1.4
CC(C)[C@H](NC(=O)c1ccccc1F)C(=O)Nc1nc2c(s1)CCCC2	-0.1	0.9	7.7	5.8	-2.4	-3.8	1.6	4.4	-26.9	-21.1
O=C(Nc1cccc(F)c1)NC1CC2CCCC(C1)N2C1CC1 (stereo unspecified)	0.6	-5.0	-10.9	-2.9	7.7	-1.5	15.4	-5.1	7.3	-23.0
COc1ccc(Cl)cc1NS(=O)(=O)c1cn(C)nc1C	-2.7	-2.1	-3.5	2.9	-0.9	2.7	-11.4	-4.4	9.1	-21.7
CCOC(=O)N1CCN(C(=O)c2ccc(Cl)c(S(=O)(=O)Nc3ccccc3)c2)CC1	-8.2	-2.5	-1.0	3.8	-2.0	-1.8	-7.9	x	34.9	-41.0
CCOC(=O)N(C)S(=O)(=O)c1ccccc1[N+](=O)[O-]	-0.1	-1.3	5.7	3.2	-3.9	-3.8	5.9	5.8	-13.0	-14.2
CN1c2ccccc2Oc2nnc(Cl)cc21	-7.1	1.3	-1.3	3.5	0.8	-2.7	0.6	15.6	3.3	-14.8
NC(=O)c1cc(Cl)cn(-c2ccccc2)c1=O	0.9	-0.2	-2.5	-2.4	-4.6	-16.1	-2.0	2.4	37.5	-10.6
O=C(NCc1ccccc1)c1onc(CSc2ccc(F)cc2)c1C(=O)NCCCN1CCOCC1	-1.6	-4.3	-12.4	5.9	-0.3	-8.6	-30.8	-9.7	6.8	-32.4
Cc1ccc(-c2nn3c(C)nnc3c3ccccc23)cc1S(=O)(=O)NC(C)(C)CO	-4.5	2.4	18.8	12.3	1.5	2.6	31.5	-0.1	-10.2	0.3

Some of the entries above, reformatted.
The line under a structure holds: GSK3B inh, GSK3A inh, HSF1 inh, Platelet DG rel, HSP90 inh, IEC-6 tox, HSF1 activator, DYRK1A inh, aSyn 5UTR inh, KLF5 inhibitor
CN1c2ccccc2Oc2nnc(Cl)cc21
→ -7.1, 1.3, -1.3, 3.5, 0.8, -2.7, 0.6, 15.6, 3.3, -14.8
NC(=O)c1cc(Cl)cn(-c2ccccc2)c1=O
→ 0.9, -0.2, -2.5, -2.4, -4.6, -16.1, -2.0, 2.4, 37.5, -10.6

Further records follow.
SMILES	GSK3B inh	GSK3A inh	HSF1 inh	Platelet DG rel	HSP90 inh	IEC-6 tox	HSF1 activator	DYRK1A inh	aSyn 5UTR inh	KLF5 inhibitor
CSc1ccccc1NS(=O)(=O)c1ccccc1	-1.0	-0.6	-6.3	5.0	-1.5	-3.0	7.6	3.9	-12.7	-33.7
COc1ccc(OC)c(NC(=O)CCC(=O)N(Cc2ccc(OC)c(OC)c2)c2nccs2)c1	-0.6	-0.4	-3.9	-0.2	2.8	0.0	15.5	-0.2	-23.4	-22.3
Cc1ccc(-c2nnc3sc(-c4ccncc4)nn23)cc1	-3.3	3.1	-14.3	21.4	-3.4	-1.3	-18.5	26.9	2.0	-6.8
Cc1ccc(-c2noc(CNc3ccccc3)n2)cc1	0.5	-3.1	-2.4	6.8	1.7	-2.5	20.1	-3.3	-77.8	-22.8
COC(=O)c1c(NC(=O)CSc2nccn2C)sc(C)c1C	-0.1	-3.3	0.6	-6.5	x	x	17.2	-10.3	-4.9	x
Cc1cc(/N=C/C=C2\N(C)c3ccccc3C2(C)C)n(CCC#N)n1	3.8	-2.5	-0.7	-3.6	-0.7	-0.2	4.9	-2.9	15.3	-22.5
CCOC(=O)c1sc2nc(CSc3ccccc3Cl)[nH]c(=O)c2c1C	3.3	-2.6	11.7	0.8	-0.9	-1.6	24.3	-7.8	25.1	-8.3
CCOCCCNC(=O)C1CCN(S(=O)(=O)c2ccc3nc4c(c(C(=O)O)c3c2)CCCCC4)CC1	-1.8	-1.5	-7.6	-4.5	1.0	-1.2	-26.4	-3.1	-0.1	-26.2
COc1ccc(NC(=O)CCCc2c[nH]c3ccccc23)cc1OC	-0.5	-3.2	0.7	13.3	2.6	5.7	-2.9	1.2	4.4	3.8
CCOCc1cc(CN2CCC(CCC(=O)NC3CC3)CC2)ccc1OC	-0.9	-1.6	-8.0	-5.4	-3.0	-2.7	0.1	2.2	2.9	-48.1
Cc1c(OCC(=O)N2CCC[C@@H]2C(=O)O)ccc2c3c(c(=O)oc12)CCC3	3.0	-5.5	-2.7	-0.8	-2.8	4.0	5.1	-6.3	17.1	-13.8
Cc1nnc(SCSc2nnc(C)s2)s1	3.1	-1.1	-5.1	-6.7	3.6	6.7	1.0	-3.9	21.4	11.6
CCN(CC)c1ccc(/C=N/NC(=O)Nc2nonc2N)cc1	2.0	0.3	6.1	-18.6	-5.9	-5.9	32.8	4.5	-77.7	-25.3
O=C(CCN1C(=O)[C@@H]2Cc3ccccc3CN2C1=O)N[C@@H](Cc1ccccc1)C(=O)O	2.4	0.3	-9.4	-1.3	1.6	5.8	-7.9	-15.9	18.1	-19.2
CCOc1ccc(NC(=O)CCS(=O)(=O)c2ccc3c(c2)CCCN3C(C)=O)cc1	0.6	0.3	-3.0	6.4	-3.0	3.2	0.4	9.2	-11.4	-9.5
COc1cccc(Oc2ccc(C(F)(F)F)cc2NC(=O)C2=COCCO2)c1	-0.1	-0.4	4.8	-4.5	2.7	5.0	-7.2	x	30.7	-0.2
COc1ccc(OC)c(NC(=O)NCCCCc2ccccc2)c1	1.5	-0.4	-4.2	-2.5	0.0	4.3	8.7	-3.7	17.2	-2.6
CC1=NN(c2ccccc2)C(=O)/C1=C\c1ccc(Oc2ccc([N+](=O)[O-])cc2[N+](=O)[O-])cc1	1.5	3.1	24.3	3.8	16.2*	-6.2	26.0	-7.7	-40.1	0.1
COc1cccc(C2(O)C(=O)Nc3ccccc32)c1 (stereo unspecified)	1.6	-0.8	5.0	13.6	3.8	4.6	-12.8	1.2	-2.8	7.2
COCCOC(=O)c1[nH]c2c(c1C)C(=O)CC(c1ccco1)C2 (stereo unspecified)	-3.2	1.0	-11.2	0.7	-2.8	16.7	-11.3	-3.4	43.9	15.8
Cc1cc(C(=O)CSc2nc3ccc(Cl)cc3[nH]2)c(C)n1CC1CCCO1 (stereo unspecified)	3.6	x	2.4	4.8	0.3	3.2	-0.7	3.8	-60.6	-17.9
Cn1c(O)c(/C=C2\C=NN=C2c2ccccc2)sc1=S	1.4	-2.0	-1.0	0.4	1.2	-5.7	5.6	-2.5	0.7	-16.8
CCOC(=O)/C(C#N)=N\Nc1cc(Cl)ccc1OC	-0.3	-2.3	-12.9	-14.7	5.5	1.4	-32.0	5.6	8.5	0.8
COc1ccc(N2CCN(C(=O)c3cc4c(s3)-c3ccccc3S(=O)(=O)C4)CC2)cc1	-2.4	-1.6	-9.4	6.2	1.0	0.9	-15.7	0.7	10.1	-1.8

Only Platelet DG rel, KLF5 inhibitor and HSF1 inh (2 entries from above):
SMILES	Platelet DG rel	KLF5 inhibitor	HSF1 inh
Cc1nnc(SCSc2nnc(C)s2)s1	-6.7	11.6	-5.1
CCOCc1cc(CN2CCC(CCC(=O)NC3CC3)CC2)ccc1OC	-5.4	-48.1	-8.0
